LYP phosphatase – inhibitors of LYP phosphatase, biochemical, fluorescence intensity, uHTS (AID 1779); recombinant LYP phosphatase, fluorescence intensity; higher % means a stronger effect; inhibition, % at 11.5 µM; hits with a dose series show IC50 in µM; actives 0.054% (n = 290,000);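 further: plate controls were vehicle with enzyme for no effect and no enzyme for full effect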
AID2073 – inhibitors of Mint1-CaV2.2 protein interaction, biochemical, HTRF (AID 2073) | one-dose inhibition, % at 20 µM; IC50 in µM for titrated hits | actives 0.19% (n = 290,000) | HTRF protein-protein interaction, Mint1-CaV2.2; higher % means a stronger effect; in the data active means inhibition mostly above about 51%, no sharp cut-off; further: some results filed as inactive read as strong as hits
M17LAP inhibition – P. falciparum M17LAP inhibitors, primary screen, biochemical, fluorogenic H-Leu-NHMec substrate, 1536-well (AID 1619); actives 0.38% (n = 220,000); one-dose inhibition, % at 30 µM; IC50 in µM for titrated hits; Leucine aminopeptidase (Plasmodium falciparum (isolate 3D7)); recombinant M17LAP, H-Leu-NHMec fluorogenic kinetic assay; higher % means a stronger effect;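 active means compound inhibiting the enzyme by more than half at any dose during confirmatory dose-response retesting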;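 further: plate controls were full reaction with DMSO carrier for no effect and no enzyme background for full effect; strong numbers were not always called active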
HEK293 NOD2/NF-kB – NOD2 signaling inhibitors, cell-based, luminescence, uHTS, HEK293 (AID 1566); HEK293 NOD2/NF-kB luciferase reporter, luminescence; higher % means a stronger effect; inhibition, % at 4 µM, or EC50 in µM where a hit was titrated; actives 0.63% (n = 290,000); further: many of its hits are not listed in these tables
XIAP displacement – XIAP antagonists, biochemical, IAP family, fluorescence polarization (AID 1018). actives 0.007% (n = 200,000). displacement, % at 20 µM; hits with a dose series show IC50 in µM. XIAP BIR domain, fluorescence polarization peptide displacement; higher % means a stronger effect; in the data active means displacement above about 50%; further: a part of the inactive calls stands beside numbers as strong as those of hits
CSM14.1 death rescue – rescue of cells from ER stress-induced death, primary screen, 384-well, CSM14.1, thapsigargin, ATP luminescence (AID 1222); CSM14.1 thapsigargin-induced death rescue, ATP luminescence; higher % means a stronger effect; cellular ATP content (survival), % at 20 µM, or EC50 in µM where a hit was titrated; 190,000 tested, under 10 active;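 active means EC50 below 50 µM in the dose-response confirmation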;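 further: death triggered by thapsigargin at about 15 µM added after 2 h compound pretreatment; cell ATP read after overnight thapsigargin exposure of roughly 18 to 22 hours; normalized against plate controls of thapsigargin alone and 5% DMSO vehicle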
M1AAP inhibition – P. falciparum M1AAP inhibitors, biochemical, fluorogenic H-Leu-NHMec substrate, 1536-well (AID 1445). Aminopeptidase N (Plasmodium falciparum (isolate 3D7)). recombinant M1AAP, H-Leu-NHMec fluorogenic kinetic assay; higher % means a stronger effect. inhibition, % at 30 µM, or IC50 in µM where a hit was titrated. actives 0.42% (n = 220,000);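 active means primary inhibition above the hit cutoff, then over 50% inhibition at one or more dose response concentrations, cut at about 23% in these data, passing the limit was not always enough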;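 further: plate controls were DMSO full reaction for no effect and no enzyme background for full effect; strong numbers were not always called active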
SIAH1 antagonists – Siah-1 peptide-binding antagonists, primary screen, biochemical, fluorescence polarization, rhodamine-plectin, uHTS (AID 1817) | E3 ubiquitin-protein ligase SIAH1 (Homo sapiens) | Siah-1 / rhodamine-plectin peptide fluorescence polarization; higher % means a stronger effect | displacement, % at 20 µM, or IC50 in µM where a hit was titrated | actives 0.02% (n = 290,000);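 active means displacement of at least 50% at 20 µM, with a fluorescence ratio check between 0.3 and a set limit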;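 further: plate controls were Siah plus tracer with DMSO for no effect and tracer alone without Siah for full effect; strong numbers were not always called active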
Lipid droplet – inhibitors of hepatocyte lipid droplet formation, primary screen, imaging, high-throughput imaging, BODIPY stain. AID 1656, 2009. AML12 mouse hepatocytes, oleate lipid droplets. actives 0.4% (n = 240,000). inhibition, % at 6.5 µM;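 active means lipid droplet intensity inhibited by at least 50%, with more than 500 cells counted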
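Assay system: AML12 mouse liver cells | Compound: 6.5 µM single-point dosing | Schedule: Overnight exposure | Technique: Fluorescence imaging, 20x objective, two fields per well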
Lipid droplet cells 6.5 µM – also measured in Lipid droplet; calls as there; cell count; measured here: cell count, cytotoxicity flag;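 cells counted across two imaged fields per well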
An asterisk follows results filed as active; · = not tested or not shown. Unless noted, no stated cut-off is given here; in the data, active means inhibition above about 50%; inactive means the rest. This is a subset. The share of hits here may be higher or lower than overall.

Molecule,M1AAP inhibition,M17LAP inhibition,XIAP displacement,CSM14.1 death rescue,HEK293 NOD2/NF-kB,Lipid droplet,LYP phosphatase,SIAH1 antagonists,Lipid droplet cells 6.5 µM,AID2073
Fc1ccc(-c2nnc(CSc3nnc(-c4cccs4)o3)o2)cc1,3%,9%,-6.6%,-0.7%,6%,7,-3%,-2%,770,-6%
COc1cc2[nH]c(=S)nc(NCc3cccs3)c2cc1OC,17%,2%,-5.8%,-2.0%,7%,-6,6%,-3%,687,-19%
CN(CCC#N)C(=O)COC(=O)/C=C/c1cccs1,1%,32%,-1.6%,-0.6%,4%,-11,-1%,25%,731,-7%
CC(C)=C1C2CCC1C1C(=O)N(CCc3ccccc3)C(=O)C21 (stereo unspecified),8%,5%,-6.9%,-2.7%,20%,1,-1%,2%,652,-4%
Cc1c(C(=O)/C=C/N(C)C)nnn1-c1ccc(Cl)cc1C#N,8%,26%,·,·,12%,2,4%,6%,717,12%
O=C(O)c1ccc(Nc2nc3ccccc3nc2NS(=O)(=O)c2ccc(F)cc2)cc1,·,·,·,·,17%,10,-14%,1%,782,38%
c1ccc(-c2cc(-c3ccccc3)n3ncnc3n2)cc1,3%,1%,-1.2%,-0.6%,-4%,7,-1%,1%,728,-2%
O=C(COc1ccccc1)NCC1(N2CCCCC2)CCCCC1,-4%,-4%,-3.1%,-2.0%,8%,5,2%,4%,685,17%
CCCCCCCCSc1nnc(/N=C/N(C)C)s1,-4%,0%,·,·,6%,1,-5%,0%,696,-2%
Cc1nccn1CCCNC(=O)c1nc(Cn2cc([N+](=O)[O-])cn2)no1,·,·,·,·,-24%,-5,-7%,1%,774,4%

Structures from the list above with a carbonyl joined to an NH by a bond outside any ring, in the order listed:
Molecule,M1AAP inhibition,M17LAP inhibition,XIAP displacement,CSM14.1 death rescue,HEK293 NOD2/NF-kB,Lipid droplet,LYP phosphatase,SIAH1 antagonists,Lipid droplet cells 6.5 µM,AID2073
O=C(COc1ccccc1)NCC1(N2CCCCC2)CCCCC1,-4%,-4%,-3.1%,-2.0%,8%,5,2%,4%,685,17%
Cc1nccn1CCCNC(=O)c1nc(Cn2cc([N+](=O)[O-])cn2)no1,·,·,·,·,-24%,-5,-7%,1%,774,4%

(next part)
Molecule,M1AAP inhibition,M17LAP inhibition,XIAP displacement,CSM14.1 death rescue,HEK293 NOD2/NF-kB,Lipid droplet,LYP phosphatase,SIAH1 antagonists,Lipid droplet cells 6.5 µM,AID2073
Cc1ccc(Cn2c(C)nc3ccc([N+](=O)[O-])cc3c2=O)cc1,·,·,·,·,-41%,-9,-5%,-7%,761,16%
Cc1ccc(N=Cc2cc3c(cc2O)OC(N)=C(C#N)C3c2ccccc2)cc1 (stereo unspecified),11%,-6%,-11%,2.4%,32%,13,-1%,6%,711,18%
Cc1cc(NC(=O)c2ccccc2F)n(-c2nc3ccccc3[nH]2)n1,-8%,-4%,0.1%,-3.3%,16%,·,-6%,22%,·,0%
O=C(c1ccccc1-c1ncc[nH]1)N1CCc2c([nH]c3ccccc23)C1c1ccccn1 (stereo unspecified),16%,-3%,-5.0%,-1.2%,-1%,9,-2%,1%,683,-9%
Cc1cc2ccccn2c1C(=O)Nc1ccc(Cl)cc1,5%,-8%,-0.9%,-1.0%,-28%,2,-8%,-13%,654,10%
Cc1ccc2[nH]c(C(=O)N3CCCCC3)cc2c1,·,·,·,·,-14%,2,-8%,2%,785,4%
CCOC(=O)C1=C(N)Oc2cc(O)ccc2C1c1cccnc1 (stereo unspecified),10%,2%,-5.4%,1.6%,11%,·,-10%,-1%,·,3%
CC1=NN(c2ccc(Cl)cc2)C(=O)C1C(c1ccccc1O)c1c(C)[nH]n(-c2ccc(Cl)cc2)c1=O (stereo unspecified),-7%,-4%,0.1%,2.9%,·,-9,2%,4%,585,27%
COc1ccc(OC)c(/C=N/N=C(\N)c2nonc2N)c1,5%,5%,·,·,-9%,1,-6%,1%,703,17%
CCCc1c(C(=O)N/N=C/c2ccccc2C(F)(F)F)nnn1-c1nonc1N,·,·,·,·,3%,0,-10%,10%,723,10%
CCCCn1c(N)c(N(CCOC)C(=O)c2ccc(-c3ccc([N+](=O)[O-])cc3)o2)c(=O)[nH]c1=O,·,·,·,·,-8%,0,-7%,-5%,773,5%
Cc1ccc(S(=O)(=O)N2CCN(C(=O)CCN3C(=O)c4ccccc4C3=O)CC2)cc1C,3%,-7%,-6.7%,1.3%,5%,29,-1%,1%,638,-1%
COc1cc(C2N(C)CCC3(OCCO3)C2(C)C)cc(OC)c1OC (stereo unspecified),-4%,2%,-2.8%,-0.1%,16%,23,0%,1%,675,-2%
O=C(Nc1cccc(NC(=O)c2ccc(-c3cccc(Br)c3)o2)c1)c1ccco1,11%,0%,-12%,-4.8%,·,·,4%,-4%,·,36%
C/C(CC1CC(COCC(C)C)OC1=O)=N\Nc1nc(-c2ccccc2)cs1 (stereo unspecified),3%,11%,0.7%,-1.0%,-21%,-5,-5%,3%,664,-4%
CCCCn1c(=O)[nH]c(=O)c2c1ncn2Cc1ccco1,3%,-9%,-3.0%,4.3%,10%,-5,-9%,1%,721,7%
Cc1cc(C)cc(N=C(NO)c2cccc([N+](=O)[O-])c2)c1,2%,-8%,-4.8%,-1.9%,30%,·,-9%,-2%,·,12%
Cc1onc(-c2ccccc2)c1C(=O)OCCOc1cccc(Cl)c1,·,·,·,·,-1%,-7,0%,5%,847,-3%
Cc1ccc2cc(C(c3nnnn3C3CCCC3)N(Cc3ccco3)Cc3cccs3)c(=O)[nH]c2c1 (stereo unspecified),-1%,-3%,-5.4%,-1.1%,-42%,-14,6%,2%,753,33%
FC(F)(F)c1cc(-c2ccco2)nc(NCc2cccnc2)n1,11%,6%,-4.5%,-0.3%,12%,·,-6%,6%,·,28%
Cc1ccc2nc(SCCC(=O)O)cc(C)c2c1,12%,44%,-5.7%,-1.8%,-4%,-2,-1%,-1%,753,14%
Cc1ccc(S(=O)(=O)N2CCN(CC(=O)N/N=C/c3ccc(C)o3)CC2)cc1,7%,32%,0.9%,-2.3%,16%,-1,-1%,5%,639,3%
CCn1c(CNc2ccccc2Cl)nnc1SCC(=O)OC1CCCCC1,-4%,-5%,-1.2%,1.8%,-2%,·,-3%,2%,·,-5%
O=C1C(=O)N(CCN2CCOCC2)C(c2ccccn2)/C1=C(/O)c1ccccc1 (stereo unspecified),5%,12%,-11%,-1.8%,-1%,·,-6%,3%,·,-14%
CCNC(=O)Cc1c(OC)ccc2cc(Br)ccc12,-2%,-4%,-4.9%,-1.6%,12%,-36,-6%,2%,645,10%
COC(=O)c1ccc(OC)c(CSc2nnc(COc3ccccc3)o2)c1,-6%,7%,-19%,-0.5%,-5%,-3,9%,10%,626,3%
CCSc1nc2ccccc2n1C(=O)c1ccc(S(=O)(=O)N2CCCCC2)cc1,-3%,-1%,-3.2%,0.1%,0%,·,-3%,0%,·,-4%
Cc1ccccc1-c1noc(CCC(=O)NCCc2ccccc2)n1,·,·,·,·,10%,-11,-5%,2%,801,5%
C=C(C)CNC(=S)N/N=C/C1=CCC2CC1C2(C)C (stereo unspecified),-1%,9%,-4.5%,-2.9%,21%,7,0%,-3%,644,-5%
COc1ccc(C(=O)NCc2cn3cccc(C)c3n2)cc1OC,-6%,-7%,-1.3%,-1.3%,6%,·,-2%,-2%,·,-2%
CCOC(=O)C1CCN(c2ccccc2CN2CCN(c3ccccc3OCC)CC2)CC1,·,·,·,·,-15%,·,-8%,4%,·,40%
O=S(=O)(Nc1cccc(S(=O)(=O)N2CCOCC2)c1)c1ccc(Cl)s1,6%,19%,-1.5%,-1.4%,30%,4,-8%,2%,687,11%
CCOC(=O)N1CCN(CC(=O)c2ccc(O)c(C)c2O)CC1,·,·,·,·,-3%,1,-13%,5%,727,8%
CCOc1ccc(S(=O)(=O)N(CC(=O)O)c2ccccc2)cc1,1%,-3%,-3.7%,-1.9%,-3%,·,-10%,-1%,·,9%
O=C(Nc1ccc(C(=O)Oc2ccccc2)c(O)c1)c1ccccc1,4%,-1%,-5.3%,-0.6%,-6%,26,2%,11%,723,19%
CCCCCOC(=O)CSc1n[nH]c(=O)[nH]c1=O,-4%,-10%,-4.5%,3.7%,16%,-1,-6%,4%,753,0%
Nc1c(-c2ccccc2)c(CN2CCOCC2)nn1-c1ccc(C(=O)O)cc1,-2%,-3%,-4.2%,0.8%,2%,5,0%,5%,659,3%
O=C(CCSc1ccccc1)NCCN1CCOCC1,-1%,-12%,-3.8%,-0.7%,-5%,6,-8%,2%,714,-3%
CCC1CCCCN1C(=O)CN1C(=O)CSC1=O (stereo unspecified),2%,2%,-6.7%,-2.5%,11%,-3,-11%,0%,797,-9%
Cc1ccc(/C=C/S(=O)(=O)NCC(=O)OCC(=O)NCc2ccccc2)cc1,·,·,·,·,4%,-8,-10%,2%,813,14%
COc1ccc(C2CC(=O)c3cnc(NC(=O)c4ccccc4OC)nc3C2)c(OC)c1 (stereo unspecified),5%,11%,-10%,3.9%,21%,1,-1%,5%,711,-2%
CCCCCC1CC(CC(=O)Nc2ccc([N+](=O)[O-])cc2)C(=O)O1 (stereo unspecified),2%,-4%,-2.5%,-3.0%,-34%,-11,2%,-5%,691,2%
c1ccc2c(OCCCCN3CCCC3)cccc2c1,·,·,·,·,3%,-8,-14%,-4%,805,1%
O=S(Cc1ccc(Cl)cc1)c1ncc(CO)n1Cc1ccccc1 (stereo unspecified),2%,4%,-0.3%,-0.7%,0%,-3,-4%,2%,634,2%
COC(=O)c1[nH]c2ccccc2c1NC(=O)CN1CC(C)OC(C)C1 (stereo unspecified),9%,-1%,-22%,0.7%,-3%,·,0%,4%,·,-4%
COc1cccc(NC(=S)N2CCN(C/C=C/c3ccccc3)CC2)c1,4%,-8%,-1.3%,2.8%,25%,·,-6%,6%,·,-31%
COc1cc(OC)c(C(=O)Oc2ccc3c(c2)OCO3)cc1OC,5%,-1%,-8.6%,-0.5%,-9%,·,-2%,-1%,·,30%
CC(C)CCNC(=O)C1(O)c2ccccc2NC(=O)N1c1ccc(Cl)cc1 (stereo unspecified),·,·,·,·,-10%,·,-9%,-1%,·,28%
CCC(C)(C)n1nnnc1C(c1cccnc1)N1CCC(Cc2ccccc2)CC1 (stereo unspecified),0%,10%,-4.5%,1.6%,18%,-3,-2%,16%,624,4%

Bioassay records from PubChem.
